DAX1 inh-1: NR0B1 (DAX1) inhibition | inhibition, % at 6.75 µM | P51843 | HEK293 Gal4-DAX1 luciferase reporter, luminescence | actives 0.99% (n = 340,000) | AID 504766;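 active = inhibition above the mean over all tested compounds plus 3 SD, cut at about 4.2% in these data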;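 also: 0% = DAX1-transfected cells with DMSO and 100% = empty-vector control cells with DMSO; inhibition shows as a rise in luminescence from relieved DAX1 repression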
Target sequence (P51843 207-470 limits assumed): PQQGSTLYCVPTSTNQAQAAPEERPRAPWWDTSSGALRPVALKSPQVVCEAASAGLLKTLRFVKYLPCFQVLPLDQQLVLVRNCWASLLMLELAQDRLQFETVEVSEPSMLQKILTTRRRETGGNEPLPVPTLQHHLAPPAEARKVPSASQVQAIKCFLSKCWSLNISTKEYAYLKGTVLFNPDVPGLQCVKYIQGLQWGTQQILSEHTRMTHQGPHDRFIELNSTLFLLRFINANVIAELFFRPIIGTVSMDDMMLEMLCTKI
PLC-beta3 inh: inhibitors of human phospholipase C beta3 | Q01970 | Purified PLC-beta3, fluorogenic substrate, fluorescence | inhibition, % at 12.2 µM | actives 0.18% (n = 370,000); in the data active = inhibition above about 11%;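 also: 0% = median of compound wells on plate and 100% = full blocker control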
FXN GAA850 act: increases GAA850 frataxin promoter reporter activity; activation, % at 6 µM; actives 0.56% (n = 360,000); HEK293 lucGAA850 FXN promoter luciferase reporter, 24 h; percent of 10 µM SAHA response;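 active = activation above the average of all compounds screened plus 3 SD, cutoff fixed separately per campaign, cut at about 7.5% in these data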;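 also: 0% = DMSO wells and 100% = 10 µM SAHA wells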
ADAM10 inh: inhibits human ADAM10 | O14672 | recombinant ADAM10, EDANS/DABCYL FRET peptide cleavage, 3 h | inhibition, % at 7 µM | actives 0.62% (n = 370,000) | AID 720582;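 active = inhibition above a per-campaign cutoff equal to the mean of compounds falling between control-based bounds plus 3 SD, cut at about 20% in these data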;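 also: 0% = DMSO wells while the 100% control is not disclosed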
sPLA2-III inh: Blocks human group III sPLA2 activity | AID 743126 | inhibition, % at 12.2 µM | QFRET BODIPY PC-A2 liposome hydrolysis, fluorescence | actives 0.56% (n = 370,000) | Q9NZ20;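 active = inhibition above mean plus 3 SD of compounds lying within the high and low control bounds, cut at about 19% in these data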;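 also: 0% = median of test compound wells and 100% = no enzyme DMSO wells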
Target sequence (Q9NZ20 whole entry, looked up): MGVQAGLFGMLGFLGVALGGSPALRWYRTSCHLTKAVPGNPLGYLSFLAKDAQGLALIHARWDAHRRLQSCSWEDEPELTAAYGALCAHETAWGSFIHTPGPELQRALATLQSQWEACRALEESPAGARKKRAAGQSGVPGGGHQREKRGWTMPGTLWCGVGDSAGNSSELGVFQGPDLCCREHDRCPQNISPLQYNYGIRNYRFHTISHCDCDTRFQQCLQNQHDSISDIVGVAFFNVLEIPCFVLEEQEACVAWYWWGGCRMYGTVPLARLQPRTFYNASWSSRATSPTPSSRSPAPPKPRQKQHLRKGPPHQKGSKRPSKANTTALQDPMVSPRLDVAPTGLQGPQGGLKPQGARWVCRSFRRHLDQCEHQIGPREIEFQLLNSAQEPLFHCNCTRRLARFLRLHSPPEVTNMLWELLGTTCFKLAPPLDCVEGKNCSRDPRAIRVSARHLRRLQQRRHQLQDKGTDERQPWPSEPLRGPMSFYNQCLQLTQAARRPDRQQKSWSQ
ssDAF-12 act: S. stercoralis DAF-12 activation, primary screen; HEK293 ssDAF-12/GRIP1 lit1-tk-luc reporter, luminescence; % of 3 µM dafachronic acid response; actives 1% (n = 370,000); AID 652126; activation, % at 6.8 µM;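 active = activation above the mean over all tested compounds plus 3 SD, cut at about 0.9% in these data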;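 also: 0% = DMSO-only wells and 100% = 3 µM delta7-dafachronic acid wells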
hcDAF-12 act: H. contortus DAF-12 activation, primary screen; HEK293 hcDAF-12 lit1-tk-luc reporter, luminescence; 0% DMSO, 100% Δ7-dafachronic acid; activation, % at 6.8 µM; actives 1.4% (n = 370,000);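 active = activation above the mean of all tested compounds plus 3 SD, cut at about 5.5% in these data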;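 also: 100% = response to 3 µM Δ7-dafachronic acid high control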
hgDAF12 agonist: agonists of H. glycines DAF-12 nuclear receptor | HEK293 GAL4-hgDAF12 UAS-luciferase reporter, agonist luminescence; normalized to butyrate control | actives 1.8% (n = 370,000) | activation, % at 6.8 µM;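 active = activation above a cutoff set at the mean of all screened compounds plus 3 SD, cut at about 10% in these data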;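 also: 0% = DMSO wells and 100% = sodium butyrate wells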
DAX1 inh-2: DAX1 (NR0B1) inhibition, primary screen. HEK293T StAR-luciferase reporter, SF-1/DAX-1 repression relief. inhibition, % at 6.8 µM. actives 1.1% (n = 370,000). AID 652010;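 active = inhibition above the mean over all tested compounds plus 3 SD, cut at about 3.6% in these data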;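 also: 0% = DAX-1 cells with DMSO and 100% = cells lacking DAX-1 with DMSO; higher inhibition means more luminescence from relief of DAX-1 repression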
ADAM17 inh: inhibits human ADAM17; inhibition, % at 6.95 µM; recombinant ADAM17, EDANS/DABCYL FRET peptide cleavage; P78536; AID 720648; actives 0.83% (n = 370,000);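 active = inhibition above the mean of compounds lying between control limits plus 3 SD, set per campaign, cut at about 8.5% in these data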;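 also: 0% = DMSO-only wells as the low control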
PLC-gamma1 inh: inhibitors of human phospholipase C gamma1; purified PLC-gamma1, fluorogenic substrate, fluorescence; inhibition, % at 12.2 µM; actives 0.84% (n = 370,000); AID 720700; in the data active = inhibition above about 9.5%
Numbers without * were called inactive; i = inactive; nt = not tested or not shown.

1	CCOc1cc(/C=N/Nc2cc(C)nc3ccc(C)cc23)ccc1O
2	Cc1ccc(S(=O)(=O)NNc2nnc(C)c(=O)[nH]2)cc1
3	CCCCn1c(SCC(=O)Nc2ccc3c(c2)OCO3)nc2c1c(=O)n(C)c(=O)n2C
4	Cc1cccc(OCC(=O)N2CCN(S(C)(=O)=O)CC2)c1
5	CCOC(=O)C1=C[C@@H](C(C)(C)C)N(S(=O)(=O)c2ccc(C)cc2)[C@H]1c1ccccc1Cl
6	CN1C(=O)C(O)(C2COC(C)(C)CC2=O)c2ccccc21 (stereo not given)
screen / no.,1,2,3,4,5,6
ADAM10 inh,-446,-1,4,11,1,6
DAX1 inh-1,1.1,0.5,1.4,0.5,nt,2.3
PLC-beta3 inh,-119,0,3,1,3,2
sPLA2-III inh,3,-1,2,5,-10,-2
DAX1 inh-2,0.0,-0.4,-0.7,0.5,-1.7,0.5
hgDAF12 agonist,4.8,-1.7,-0.8,0.8,-2.6,0.6
ssDAF-12 act,-1.7,-1.0,-1.5,-1.6,-1.2,-0.9
ADAM17 inh,-188,-2,-3,2,3,-4
hcDAF-12 act,1.1,-1.6,-1.0,-0.5,-0.5,0.1
PLC-gamma1 inh,-91,0,2,1,1,2
FXN GAA850 act,-0.7,1.9,-2.6,1.6,nt,0.7

7	CC(C)OCCCn1c(SCC(=O)N2CCc3ccccc32)nc2ccccc2c1=O
8	CCC1CCCCN1C(=O)COc1c(Br)cc(Br)c2cccnc12 (stereo not given)
9	COc1ccc(CC(=O)N(C)Cc2ccc(OC(F)F)cc2)cc1S(=O)(=O)N1CCOCC1
10	NC(=O)COc1ccc2cc(-c3ccccc3)c(=O)oc2c1
11	O=C(/C=C\Nc1ccc(S(=O)(=O)Nc2ncccn2)cc1)c1ccccc1
12	CCn1c(C)nc2cc(C(=O)NNC(=O)Nc3cccc(Cl)c3)ccc21
screen / no.,7,8,9,10,11,12
ADAM10 inh,0,-20,-16,i,2,0
DAX1 inh-1,-1.6,2.5,-0.7,0.3,2.4,nt
PLC-beta3 inh,0,-3,-4,i,-7,0
sPLA2-III inh,10,0,14,5,0,-4
DAX1 inh-2,-0.8,1.1,-1.9,0.2,0.9,0.5
hgDAF12 agonist,-0.3,-1.2,-0.1,2.8,3.1,-0.7
ssDAF-12 act,-1.8,-1.3,-1.7,0.4,-0.9,-1.8
ADAM17 inh,-5,-4,-4,i,-2,-2
hcDAF-12 act,2.6,-0.6,-1.5,-0.9,2.8,-2.7
PLC-gamma1 inh,1,-1,-4,i,1,0
FXN GAA850 act,3.4,1.5,3.1,2.7,5.0,2.2

13	O=C(COC(=O)c1cccs1)NC1CCCC1
14	CCCc1nc2c(C)cc(Br)cn2c1Cc1ccccc1C(F)(F)F
15	CCCCn1cc(SCC(=O)O)c2ccccc21
16	C[C@H](CO)N1C[C@H](C)[C@H](CN(C)C(=O)Nc2ccc3c(c2)OCCO3)OCc2cnnn2CCCC1=O
17	COc1nc(Nc2ccc([N+](=O)[O-])cc2)nc(NC(C)C)n1
18	O=C(Nc1ccc2c(c1)OCCO2)C(c1cc2ccccc2o1)N1CCC(Cc2ccccc2)CC1 (stereo not given)
screen / no.,13,14,15,16,17,18
ADAM10 inh,-4,-3,-5,-3,-4,7
DAX1 inh-1,0.5,nt,-1.3,1.4,0.7,nt
PLC-beta3 inh,-2,-8,-3,3,4,5
sPLA2-III inh,2,-12,6,5,5,0
DAX1 inh-2,0.2,-1.1,-0.4,-2.0,-0.6,-4.2
hgDAF12 agonist,-0.5,-3.4,2.4,-3.9,-0.7,-5.3
ssDAF-12 act,-1.1,-1.1,-0.8,-0.1,-1.0,-1.9
ADAM17 inh,-3,-1,0,3,3,4
hcDAF-12 act,-1.0,-1.6,-0.4,-1.1,-1.9,-2.6
PLC-gamma1 inh,2,-2,-6,3,8,3
FXN GAA850 act,1.8,nt,-2.1,-0.6,1.8,nt

19	Cc1ccc2nc(SCC(=O)c3cc(C)n(C)c3C)[nH]c2c1
20	CC(=O)c1c(C)[nH]c(C(=O)OCC(=O)N2CC(=O)Nc3ccccc32)c1C
21	O=C(NCC(c1ccco1)N1CCN(c2ccc(F)cc2)CC1)c1ccc2c(c1)OCO2 (stereo not given)
22	CNS(=O)(=O)c1cn(CC(=O)NCc2ccc(F)cc2)cc1S(=O)(=O)NC
23	CC(c1ccccc1)n1c(CCCO)nc2ccccc21 (stereo not given)
24	N/C(Cc1ccc(Cl)cc1Cl)=N\OC(=O)c1ccccc1F
screen / no.,19,20,21,22,23,24
ADAM10 inh,2,-11,-1,-3,-6,-2
DAX1 inh-1,0.5,-0.7,-0.7,0.4,1.3,0.2
PLC-beta3 inh,-6,0,-6,-3,-1,-1
sPLA2-III inh,-10,0,3,1,-1,5
DAX1 inh-2,-0.3,0.8,-0.6,-0.3,-0.1,0.3
hgDAF12 agonist,-0.2,0.7,-1.9,-0.5,0.5,3.6
ssDAF-12 act,-0.4,-0.2,-1.6,-0.1,0.5,-1.5
ADAM17 inh,-2,-6,-6,1,-2,2
hcDAF-12 act,-1.0,-1.2,-2.5,1.1,-0.7,6.0*
PLC-gamma1 inh,-7,-3,6,1,0,-1
FXN GAA850 act,-0.1,-0.6,1.2,-0.9,1.3,4.3

25	CCCN(C(=O)COC(=O)CCOc1ccc(C)cc1)c1c(N)n(Cc2ccccc2)c(=O)[nH]c1=O
26	CCOC(=O)C1=C(C)Nc2nc(=S)[nH]n2C1c1ccc(Cl)cc1 (stereo not given)
27	CC1OC(OC2C(CO)OC(OC3C(CO)OC(O)C(O)C3O)C(O)C2O)C(O)C(O)C1N[C@@H]1C=C(CO)[C@@H](O)C(O)[C@H]1O (stereo not given in full)
28	COc1cc(/C=N/NC(=O)c2ccoc2C)cc(OC)c1OC
29	O=C(c1ccc(S(=O)(=O)N2CCOCC2)cc1)N(c1cccc(Cl)c1)C1C=CS(=O)(=O)C1 (stereo not given)
30	CSc1cccc(NC(=O)/C=C/c2ccc(Cl)cc2)c1
screen / no.,25,26,27,28,29,30
ADAM10 inh,-4,5,11,-17,-6,22*
DAX1 inh-1,2.9,-1.2,-0.3,1.0,1.1,-0.1
PLC-beta3 inh,-3,-8,2,-2,-3,-10
sPLA2-III inh,7,7,-1,1,3,-21
DAX1 inh-2,0.8,-0.9,0.2,1.6,0.3,-0.4
hgDAF12 agonist,0.3,2.1,-0.9,8.0,4.2,2.1
ssDAF-12 act,-0.7,-1.0,-0.9,-1.4,-2.1,-1.6
ADAM17 inh,-4,-1,3,-7,-4,14*
hcDAF-12 act,-0.6,0.3,-1.4,2.2,-0.2,0.0
PLC-gamma1 inh,2,-3,-2,3,0,-7
FXN GAA850 act,0.5,1.9,0.1,-0.3,0.2,0.9

31	Cc1cc(C)cc(-n2cccc2/C=C2/C(=N)N3C(=NC2=O)SN=C3S(C)(=O)=O)c1
32	CCOC(=O)NC(C(Cl)(Cl)Cl)S(=O)(=O)c1ccccc1 (stereo not given)
33	Cc1ccc(-c2nc3ccc(Cl)cn3c2Cc2cccc(Cl)c2)cc1
34	COCCNC(=O)CSc1nc(-c2ccccc2)cs1
35	CS(=O)(=O)N1CCC(C(=O)Nc2ccc(Cl)cc2Cl)CC1
36	CCOC(=O)c1cc(C)sc1NC(=O)c1ccc(Cl)s1
screen / no.,31,32,33,34,35,36
ADAM10 inh,-8,-2,-16,-7,-4,-1
DAX1 inh-1,1.0,-2.0,nt,0.6,2.3,-0.5
PLC-beta3 inh,-34,-3,-8,0,3,-7
sPLA2-III inh,-27,-2,-42,1,2,-3
DAX1 inh-2,-0.6,0.0,4.1*,1.1,0.8,-0.8
hgDAF12 agonist,1.4,-2.6,14*,5.0,-0.4,-2.2
ssDAF-12 act,-0.9,-0.2,-0.2,-1.1,-1.0,-1.2
ADAM17 inh,-5,-4,-7,-2,-4,-3
hcDAF-12 act,0.7,-0.6,6.6*,-1.1,-1.3,-0.1
PLC-gamma1 inh,-20,3,-2,1,3,-4
FXN GAA850 act,0.9,0.7,nt,3.8,1.5,1.4

Reprinted from the part before: three compounds, followed by the next part.
34	COCCNC(=O)CSc1nc(-c2ccccc2)cs1
35	CS(=O)(=O)N1CCC(C(=O)Nc2ccc(Cl)cc2Cl)CC1
36	CCOC(=O)c1cc(C)sc1NC(=O)c1ccc(Cl)s1
37	COC(=O)c1ccc(NS(=O)(=O)c2c(C)nc3sccn3c2=O)cc1
38	CCCCc1nc2ccccc2c(=O)n1NC(=O)c1c(O)c2c(n(CC(C)C)c1=O)CCCC2
39	Cn1c(NCc2ccco2)nc2c1c(=O)n(Cc1ccc(Br)cc1)c(=O)n2C
40	C=CCn1c(NS(=O)(=O)c2ccccc2)c(S(=O)(=O)c2ccc(C)cc2)c2nc3ccccc3nc21
41	Cc1cc(C)n(-c2nnc3n2N=C(c2c[nH]c4ccccc24)CS3)n1
42	CCCN1CCC(=O)N([C@H](CO)Cc2ccccc2)CC1
43	CC(=O)C1=C(O)C2(C)c3c(O)c(C)c(O)c(C(C)=O)c3OC2CC1=O (stereo not given)
44	O=C(COc1ccc2ccccc2c1Br)N1CCN(c2ccccn2)CC1
screen / no.,34,35,36,37,38,39,40,41,42,43,44
ADAM10 inh,-7,-4,-1,-10,-10,-4,-306,2,8,-5,-9
DAX1 inh-1,0.6,2.3,-0.5,nt,-0.5,-2.3,-0.3,-1.9,0.3,-0.2,-0.2
PLC-beta3 inh,0,3,-7,-1,0,-3,-97,4,-1,-5,0
sPLA2-III inh,1,2,-3,0,0,15,2,-22,4,0,1
DAX1 inh-2,1.1,0.8,-0.8,-0.4,-0.1,-0.2,-0.6,-1.7,0.9,-0.4,0.2
hgDAF12 agonist,5.0,-0.4,-2.2,-2.6,2.2,0.2,-3.6,0.2,-0.2,1.1,-0.4
ssDAF-12 act,-1.1,-1.0,-1.2,-1.1,-1.8,-1.3,-0.4,-0.7,-1.0,-0.6,-1.6
ADAM17 inh,-2,-4,-3,-2,-5,-3,-93,2,-2,7,-5
hcDAF-12 act,-1.1,-1.3,-0.1,-2.4,0.8,-1.1,-0.3,3.0,-1.2,0.6,0.5
PLC-gamma1 inh,1,3,-4,1,13*,3,-85,4,0,0,-1
FXN GAA850 act,3.8,1.5,1.4,0.8,0.9,0.4,-0.9,-3.2,0.6,0.8,-2.0
